CHT PAM: allosteric activators of human choline transporter CHT | Q9GZV3 | CHT-expressing cells, membrane potential dye, choline EC20; stronger effect = higher value; LV-AA mutant CHT in HEK293 cells | B-score at 10 µM | 0.49% of 310,000 active;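 active = initial fluorescence not abnormally high and integrated response B-score, plate-corrected, over 3 SD above library mean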
Target sequence (Q9GZV3 whole entry, looked up): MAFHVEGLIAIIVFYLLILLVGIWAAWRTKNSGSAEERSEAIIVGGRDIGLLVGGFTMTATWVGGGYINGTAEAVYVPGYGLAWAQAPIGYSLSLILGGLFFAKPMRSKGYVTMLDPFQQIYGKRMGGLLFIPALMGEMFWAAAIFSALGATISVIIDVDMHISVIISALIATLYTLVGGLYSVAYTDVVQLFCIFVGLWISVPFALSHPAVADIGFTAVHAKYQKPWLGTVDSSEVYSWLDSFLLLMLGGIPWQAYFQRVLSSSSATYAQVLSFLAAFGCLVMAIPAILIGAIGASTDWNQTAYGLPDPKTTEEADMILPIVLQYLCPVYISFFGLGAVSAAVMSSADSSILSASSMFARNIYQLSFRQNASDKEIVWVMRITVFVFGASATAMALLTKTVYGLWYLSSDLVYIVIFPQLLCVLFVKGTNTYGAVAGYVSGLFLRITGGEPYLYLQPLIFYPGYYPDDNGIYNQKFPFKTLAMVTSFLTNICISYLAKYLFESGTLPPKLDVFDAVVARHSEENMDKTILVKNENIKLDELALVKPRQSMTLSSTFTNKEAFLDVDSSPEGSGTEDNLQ
CHT block: human CHT choline transport inhibition; 0.86% of 310,000 active; AID 488975; B-score at 10 µM; CHT-expressing cells, membrane potential dye, choline response; stronger effect = lower value; Q9GZV3;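 active = B-score over 3 SD under the library average, and starting fluorescence ratio not unusually high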;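 also: choline stimulus applied at its EC90 after an EC20 pre-addition; B-score computed on integrated fluorescence ratio after choline addition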
* = called active by the depositor; i = inactive. The order is random. About 1.4% of those tested had a hit in this group.

SMILES	CHT PAM	CHT block
C/C(=N\NC(=O)Nc1ccccc1)c1ccc2ccccc2c1	i	i
O=C(NCCN1CCOCC1)c1cc(-c2ccc(Cl)cc2)on1	i	i
COCCCNS(=O)(=O)c1cc2c3c(c1)C(C)C(=O)N3CCC2 (stereo not given)	i	i
CCc1ccc(OCC(=O)Nc2nnc(C3CCCC3)s2)cc1	i	i
CC1(C)OC(=O)C(=NNc2ccccc2)C(=O)O1	i	i
O=C(c1ccoc1)N1CCC2(CC1)Oc1ccc(Cl)cc1C(=O)C21CC(c2ccc(Cl)cc2)=NO1 (stereo not given)	i	i
O=C(CCCN1Cc2ccccc2C1)c1ccc(F)cc1	i	i
O=C(Nc1ccc(N2CCOCC2)nc1N1CCOCC1)c1cccc(C(F)(F)F)c1	i	i
S=C(Nc1ccccc1)Nc1ccc(Cl)cn1	i	i
O=C(Nc1cccc(-c2ccc3nncn3n2)c1)C(F)(F)F	i	i
COc1ccc(-n2c(=O)c3ccccc3n(CC(=O)NCc3ccco3)c2=O)cc1	i	i
Cc1ccc(NC(=O)COC(=O)c2ccn(C)n2)cc1	i	i

Reformatted as a markdown table: entries from further up.
| Molecule | CHT PAM | CHT block |
| --- | --- | --- |
| S=C(Nc1ccccc1)Nc1ccc(Cl)cn1 | i | i |
| CC1(C)OC(=O)C(=NNc2ccccc2)C(=O)O1 | i | i |
| O=C(Nc1ccc(N2CCOCC2)nc1N1CCOCC1)c1cccc(C(F)(F)F)c1 | i | i |
| O=C(c1ccoc1)N1CCC2(CC1)Oc1ccc(Cl)cc1C(=O)C21CC(c2ccc(Cl)cc2)=NO1 (stereo not given) | i | i |
| O=C(NCCN1CCOCC1)c1cc(-c2ccc(Cl)cc2)on1 | i | i |

Remaining list, next part.
SMILES	CHT PAM	CHT block
CC(C)(C)NS(=O)(=O)c1ccc(NC(=O)C2CC(=O)N(CCc3ccc(F)cc3)C2)cc1 (stereo not given)	i	i
CCOC(=O)CN1C(=O)S/C(=C/c2ccc(OC)c([N+](=O)[O-])c2)C1=O	i	i
COC(=O)Cc1cc(=O)n2[nH]c(C(F)(F)F)nc2n1	i	i
O=S(=O)(CCN1CCSCC1)c1ccc(Cl)cc1	i	i
CCOc1ccc(NC(=O)CSc2ccc(-c3ccco3)nn2)cc1	i	i
COc1cccc(-c2ccc(NC(=O)C3CCCN(Cc4cnn(C)c4)C3)cc2)c1 (stereo not given)	i	i
COC(=O)COc1ccc(Oc2nc(SC)nc(N(C)C)n2)nn1	i	i
CCOC(=O)N1CCN(C(=O)CSc2nnc(Cc3cccn3C)n2CCc2ccccc2)CC1	i	i
CCCNC(=O)CN1C(=O)c2ccccc2Sc2ncccc21	i	i
CN(C)S(=O)(=O)c1ccc(N2CCCC2)c(C(=O)Nc2cccc(F)c2)c1	i	i
O=C1CCCC(=NCc2ccco2)C1	i	i
CCn1cc(C2=NOC(C(=O)Nc3ccccc3C(=O)OC)C2)c(C)n1 (stereo not given)	i	i

Full records as entered above. Values in the order: CHT PAM, CHT block
Profile of CCOC(=O)N1CCN(C(=O)CSc2nnc(Cc3cccn3C)n2CCc2ccccc2)CC1 : i, i
Profile of COC(=O)Cc1cc(=O)n2[nH]c(C(F)(F)F)nc2n1 : i, i
Profile of CN(C)S(=O)(=O)c1ccc(N2CCCC2)c(C(=O)Nc2cccc(F)c2)c1 : i, i

Continued:
SMILES	CHT PAM	CHT block
COc1ccc(CNC(=O)CS(=O)CC(=O)O)cc1OC (stereo not given)	i	i
O=c1c2cc(N3CCOCC3)ccc2[nH]c(=S)n1CCCN1CCCCCC1	i	i
C#CCOCCOCCOCCNc1nc(N2CCN(C(=O)[C@H]([C@@H](C)CC)n3cc(CCCN=C(N)N)nn3)CC2)nc(N2CCN(C(=O)[C@H](CCCCN)n3cc(CCC(=O)O)nn3)CC2)n1	i	i
CN(C)c1ccc(C2Nc3ccccc3C(=O)N2CCCN2CCOCC2)cc1 (stereo not given)	i	i
COC(=O)c1c(C(=O)OC)c(-c2cccc(F)c2)n2c1CS(=O)C2 (stereo not given)	i	i
O=C(CCCCCNC(=O)N1CCn2c1nc1ccccc12)NCc1ccc(F)cc1	i	i
COc1ccccc1C(=O)NNC(=O)c1cccc(O)c1	i	i
Cc1onc(-c2ccccc2Cl)c1C(=O)OCC(=O)N1CCN(c2ccccc2)CC1	i	i
COc1ccccc1C(=O)Nc1nc2cc3c(cc2s1)OCCO3	i	i
O=C(N/N=C/c1cccnc1)c1ccc(F)cc1	i	i
CCOC(=O)c1oc2cc(O)cc(C)c2c(=O)c1-c1cscn1	i	i
Cc1cc(N2CCN(C)CC2)nc2ccc(NC(=O)CCC(=O)NCc3ccco3)cc12	i	i
CCCCN(C(=O)COc1ccc(NC(C)=O)cc1)C1CCS(=O)(=O)C1 (stereo not given)	i	i
CCOC(=O)c1ccc(NC(=O)Cn2c(-c3nonc3N)nc3ccccc32)cc1	i	i
CCN(CC(=O)NCc1cccs1)S(=O)(=O)c1ccc([N+](=O)[O-])cc1	i	i
Cc1ccc(/C=[N+](\[O-])c2ccccc2C)o1	i	i
Nc1ccc(Cl)cc1/C(=N/O)c1ccccc1	i	i
COC(=O)C1=C(C)NC(=S)NC1c1ccc(-c2ccccc2C(=O)OC)o1 (stereo not given)	i	i
O=C1NCCCC2c3c(cc(Br)c(O)c3Br)OC12N1CCCCC1 (stereo not given)	i	i
CC(=O)N(c1ccc(C)cc1)c1nc(C)cc(C)c1C#N	i	i
CC1(C)SC(=S)N(Cc2ccc3c(c2)OCO3)C1N(O)C(=O)NC1CCCCC1 (stereo not given)	i	i
Cc1noc(C)c1CCC(=O)N1CCCC(CO)(Cc2ccccc2)C1 (stereo not given)	i	i
O=C(NN1CCOCC1)c1cc(-c2ccc(Br)cc2)nc2ccccc12	i	i
COc1ccc(Oc2nc(C)cc(C)c2S(=O)(=O)c2ccc(C)cc2)cc1	i	i
O=C(NCCCN1CCN(Cc2ccccc2)CC1)C1CCN(c2nnc(-n3cccc3)s2)CC1	i	i
COc1ccc(NC(=O)c2ccc(NC(=O)C(C)C)cc2)c([N+](=O)[O-])c1	i	i
COc1cc(C)c(Cl)cc1S(=O)(=O)n1cnc(C)c1	i	i
CCCC[C@@H]1CNC(=O)C(=O)N1CC(C)(C)C	i	i
COc1ccc(C(=O)Nc2ccnn2C2CCN(C(=O)c3cc(C)on3)CC2)cc1	i	i
Brc1ccc2nc(-c3cccs3)c(NCC3CCCO3)n2c1 (stereo not given)	6.7*	i
CN1CCN(S(=O)(=O)c2ccc(NC(=O)c3ccc(Br)o3)cc2)CC1	i	i
CCn1ncc(/C=N\NC(=O)COc2cc(C)cc(C)c2)c1C	i	i
Cc1onc(-c2c(F)cccc2Cl)c1C(=O)OCC(=O)NC(c1ccccc1)c1ccccc1	i	i
O=C(Cc1cccs1)NNC(=S)NC(=O)c1ccccc1	i	i
COc1ccc(OC)c(NC(=O)CSc2nc(N)c(-c3ccccc3)c(=O)[nH]2)c1	i	i
Cc1c(C(=O)O)cc(C(C)(C)C)n1CCSCCO	i	i

A second format for 4 compounds above:
> O=C(NCCCN1CCN(Cc2ccccc2)CC1)C1CCN(c2nnc(-n3cccc3)s2)CC1
  CHT PAM = i	CHT block = i

> COc1ccc(NC(=O)c2ccc(NC(=O)C(C)C)cc2)c([N+](=O)[O-])c1
  CHT PAM = i	CHT block = i

> COc1cc(C)c(Cl)cc1S(=O)(=O)n1cnc(C)c1
  CHT PAM = i	CHT block = i

> CCCC[C@@H]1CNC(=O)C(=O)N1CC(C)(C)C
  CHT PAM = i	CHT block = i

Three entries from above, set out differently:
SMILES,CHT PAM,CHT block
COc1ccc(OC)c(NC(=O)CSc2nc(N)c(-c3ccccc3)c(=O)[nH]2)c1,i,i
Brc1ccc2nc(-c3cccs3)c(NCC3CCCO3)n2c1 (stereo not given),6.7*,i
CCCC[C@@H]1CNC(=O)C(=O)N1CC(C)(C)C,i,i

Following part:
SMILES	CHT PAM	CHT block
O=C1CC2(CCCCC2)Oc2ccc(F)cc21	i	i
CCCn1c(-c2cccs2)nc2c1c(=O)[nH]c(=O)n2Cc1ccccc1	i	i
Cc1ccc2nsnc2c1NC(=O)c1ccccc1[N+](=O)[O-]	i	i
COc1cccc2cc(C(=O)N3C(C)CCCC3C)c(=O)oc12 (stereo not given)	i	i
CC1=CSC2=NC(=O)/C(=C\c3cccn3-c3ccc([N+](=O)[O-])cc3)C(=N)N12	i	i
Cc1nnc(NC(=O)Oc2ccccc2)s1	i	i
Cc1ccc(C)c(NC(=O)CCC(=O)N/N=C/c2ccc[nH]2)c1	i	i
CCN1CNC(=S)N(Cc2ccccc2)C1	i	i
O=C(NCCNc1ccc([N+](=O)[O-])cc1)c1ccccc1F	i	i
COc1ccccc1-c1nc(C(=O)NCC2CCCO2)cc2c1[nH]c1ccccc12 (stereo not given)	i	i
CCOc1cc(-c2sc(Nc3ccccc3)n[n+]2-c2ccc(F)cc2)ccc1OC	i	i
CC(C)(C)C(=O)N1CCC[C@@]1(CO)C(=O)O	i	i
COc1ccc(Cc2c(O)nc(SCC(=O)NC34CC5CC(CC(C5)C3)C4)[nH]c2=O)cc1	i	i
Cn1cccc1C(C#N)c1ncc(C(F)(F)F)cc1Cl (stereo not given)	i	i
COc1ccc(/C=C2\C(=O)NC(=S)N2C(=O)c2ccc(F)cc2)cc1	i	i
CCCCn1c(N)c(N(CC(C)C)C(=O)C2CC(=O)N(Cc3ccco3)C2)c(=O)[nH]c1=O (stereo not given)	i	i
C=CCOc1ccc(CN(C)CC(O)COc2ccc(CCC(C)=O)cc2)cc1 (stereo not given)	i	i
COCCN(CCOC)C(=O)CCn1c(=O)oc2ccccc21	i	i
CCN(CC(=O)Nc1ccccc1C(F)(F)F)C(=O)CCS(=O)(=O)c1ccc(C)cc1	i	i
C#CCNC(=O)C1=C[C@@H](c2ccccc2)C[C@@H](OCCCCO)O1	i	i
COc1ccc(C(=O)NCc2ccc3c(c2)cc(C)n3C)cc1	i	i
CSc1nc(-c2ccco2)nn1S(C)(=O)=O	i	i
O=C(Cc1ccc2c(c1)OCCO2)c1c(O)cc(O)cc1O	i	i
Cc1cccn2cc(-c3ccc(S(=O)(=O)N4CCCCC4)cc3)nc12	i	i
Cc1ccc(Cl)cc1NC(=O)C(=O)N/N=C/c1ccc2c(c1)OCO2	i	i
CCCCOC(=O)C1=C(N)N2C(=O)C(C)SC2=C(C(=O)OCC)C1c1ccc(O)c(OC)c1 (stereo not given)	i	i
COc1ccccc1C(=O)N1CCN(C(=O)c2oc3ccc(C)cc3c2C)CC1	i	i
CC1CCN(C(=O)c2ccc(N(C)S(C)(=O)=O)cc2)CC1	i	i
COc1ccc(/C=C/CN2CCN(Cc3ccc(F)cc3)C(CCO)C2)cc1 (stereo not given)	i	i
Cc1cc(/C=C2\SC(=S)N(C)C2=O)c(C)n1-c1cccc(O)c1	i	i
O=C(Nc1ccc2nsnc2c1)c1ccc2c(c1)OCO2	i	i
COc1ccccc1CN1CC(C(=O)NCc2ncccc2C)CCC1=O (stereo not given)	i	i
CCN(Cc1ccccc1)c1c(C(=O)O)cnc2c1cnn2C	i	i
O=C(NNC(=O)c1ccccc1-n1cccc1)c1ccccc1	i	i
C=CCn1c(-c2cccnc2)n[nH]c1=S	i	i
COc1ccccc1CC(=O)NC1CC(C)(C)NC(C)(C)C1	i	i
Cc1cccc2cc(C(c3nnnn3C(C)(C)C)N(Cc3ccco3)CC3CCCO3)c(=O)[nH]c12 (stereo not given)	i	i
CCC(C)(C)n1nnnc1C(c1cccs1)N1CCN(Cc2ccccc2)CC1 (stereo not given)	i	i
CN(C(=O)C1CCCO1)C1CCS(=O)(=O)C1 (stereo not given)	i	i
Cc1nn(-c2ccccc2)c(C)c1/C=N/NC(=O)c1cc(-c2ccc(Br)s2)[nH]n1	i	i
Cn1cc(C(=O)NCc2cccnc2)c(=O)c2cc(S(=O)(=O)N3CCCCCC3)ccc21	i	i
COC(=O)c1ccccc1NC(=O)c1cc(-c2cccs2)on1	i	i
Cc1cccc(NS(=O)(=O)c2ccc(C(=O)NCCCN3CCOCC3)cc2)c1C	i	i
COC(=O)c1cn(-c2ccc(Cl)cc2)c(=O)c2ccccc12	i	i
COC(=O)c1ccccc1NC(=S)NC(C)=O	i	i
O=C(Cn1c(COc2ccccc2)nc2ccccc21)Nc1cccc(Cl)c1	i	i
Cc1nn(-c2ccccc2)c(C)c1-c1cc(C(=O)N/N=C/c2cccnc2)[nH]n1	i	i
Nc1cccc(C(=O)Nc2ccc3nc(-c4cccnc4)[nH]c3c2)c1	i	i
Cc1ccc(N2CC(C(=O)NCCS(=O)(=O)N3CCN(c4ccc(F)cc4)CC3)CC2=O)cc1 (stereo not given)	i	i
Cc1ccc(S(=O)(=O)N2[C@@H](c3ccccc3)C(C(=O)O)=CC[C@H]2c2cccs2)cc1	i	i
COc1ccc(Cn2nnc(C(=O)Nc3ccc4c(c3)OCCO4)c2N)cc1Br	i	i
NS(=O)(=O)c1ccc(CCNC(=S)Nc2ccc(F)cc2)cc1	i	i
COC(=O)c1c(NC(=O)CC2SC(N)=NC2=O)sc2c1CCC(C(C)(C)C)C2 (stereo not given)	i	i
Cn1c(NCCCN2CCOCC2)nc2c1c(=O)n(Cc1ccc(Cl)c(Cl)c1)c(=O)n2C	i	i
COc1ccc(C(=O)c2c[nH]c(C(=O)N=CN(C)C)c2)cc1	i	i
Cc1cnn(-c2cc(Oc3ccccc3)ncn2)c1	i	i
CCN(C1=NS(=O)(=O)c2ccccc21)N(CC)S(=O)(=O)c1ccc(C)cc1	i	i
c1csc(-c2nc(-c3ccncc3)no2)c1	i	i
N#Cc1c(N)sc2c1CCCCCC2	i	i
Cc1sc(Nc2ccc([N+](=O)[O-])cc2)nc1-c1c(C)n(C)n(-c2ccccc2)c1=O	i	i

Next section.
SMILES	CHT PAM	CHT block
Cc1ccsc1C(=O)Nc1ccc(OCc2ccccc2)cc1	i	i
Cc1ccc(S(=O)(=O)c2nc(S(C)(=O)=O)sc2N2CCC3(CC2)OCCO3)cc1	i	i
CC(C)c1cc(C(=O)NNC(=S)NC2CCCCC2)cs1	i	-5.6*
COc1ccc(CN2CCC(=O)N([C@H](CO)c3ccccc3)CC2)cc1	i	i
O=C(N/N=C/c1cc(Cl)cc([N+](=O)[O-])c1O)C(O)(c1ccccc1)c1ccccc1	i	i

Screens as filed in PubChem.
